PglD inh: inhibitors of Campylobacter jejuni PglD acetyltransferase | purified PglD enzyme, DTNB colorimetric CoA detection | inhibition, % at 12.5 µM | 360,000 tested, 0.098% active; in the data active = inhibition above about 16%, passing the limit was not always enough; note: strong numbers were not always called active
LGR2 inh: inhibitors of bursicon-induced Drosophila LGR2 receptor cAMP signaling; HEK293 LGR2, CRE-luciferase, bursicon-stimulated, 4 h; inhibition, % at 9.99 µM; 380,000 tested, 0.35% active; AID 720647;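 active = drop in luminescence signal, shown as inhibition above about 50% in the replicate tests, limit read from the data, passing the limit was not always enough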;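 note: agonist challenge used bursicon conditioned medium at about half maximal strength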
PGC1a acetyl inh: modulators of PGC1a acetylation; U2OS PGC1a acetylation, AlphaScreen anti-acetyl-lysine; with virally co-expressed GCN5 acetyltransferase; inhibition, % at 15.6 µM; 350,000 tested, 0.17% active; AID 651687;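 active = every replicate shows inhibition of at least 40%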;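 note: 0% = neutral control wells and 100% = positive control wells; some results beyond the cut were filed as inactive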
Cneo AK release: Cryptococcus neoformans lysis via adenylate kinase release; C. neoformans lysis, adenylate kinase release luminescence, 4 h; normalised: neutral wells 0, clomiphene wells 100; lysis activity, % at 15 µM; 360,000 tested, 0.2% active; AID 651654;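 active = mean lysis activity across replicates of at least 80%, whatever share of replicates individually reach that level; inactive = mean lysis activity below 80%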
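Test system: log-phase Cryptococcus neoformans yeast cells. Input: 5 × 10^6 yeast cells/mL. Medium: fresh YPD growth medium. Doses: single dose. Incubation: static 4 h at 37 °C with compound, 1 h detection. Measured by: luminescent adenylate kinase detection reagent. Read-out: signal increase indicating cell lysis. Benchmarks: Clomiphene.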
GSIS activator: GLuc luminescence reporter in INS-1E cells, primary screen for activators of glucose-dependent secretion of insulin; INS-1E GLuc reporter insulin secretion, 2-3 h; activation, % at 16.6 µM; 370,000 tested, 0.61% active; AID 743287;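 active = lowest replicate activation of at least 40%, so every replicate reaches that level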;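 note: 0% = median of neutral control wells and 100% = median of IBMX positive control wells; some compounds called inactive have numbers as strong as hits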
PAX8 inh HTS: inhibitors of PAX8 transcriptional activity in RMG-I cells. 360,000 tested, 1.2% active. RMG-I TPO-luciferase reporter, SteadyGlo, 24 h. inhibition, % at 12.6 µM. AID 652154;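 active = mean replicate inhibition at least 60% with every replicate also reaching 60%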;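 note: luciferase light reporting Pax8 driven TPO promoter activity; plate controls were median of neutral control wells for no effect and mitoxantrone controls for full effect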
C2C12 statin: suppression of simvastatin myotoxicity; AID 602340; 330,000 tested, 0.78% active; rescue of ATP level, % at 7.49 µM; C2C12 myotubes + simvastatin, ATP luminescence, 48 h; scaled: DMSO 0, geranylgeraniol control 100;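 active = mean ATP rescue above about 67%, or every replicate alone reaching that limit, limit read from the data, passing the limit was not always enough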;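 note: myotubes were challenged with 10 µM simvastatin during compound exposure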
ARNT-TACC3 inh: disruptors of human ARNT/TACC3 interaction; AlphaScreen His-ARNT PAS-B/GST-TACC3 binding, luminescence; TACC3 fragment carries E629A point mutation; 390,000 tested, 0.66% active; Q9Y6A5; inhibition, % at 9.99 µM;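 active = mean inhibition of replicates at least 50% and at least half of replicates each reaching 50%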;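 note: 0% = complete ARNT plus TACC3 wells and 100% = ARNT alone without TACC3; many hits fall short of the cut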
* marks the source's active call; other numbers are inactive results; / = no result given.

Assay codes – A = PglD inh; B = LGR2 inh; C = PGC1a acetyl inh; D = Cneo AK release; E = GSIS activator; F = PAX8 inh HTS; G = C2C12 statin; H = ARNT-TACC3 inh
C[C@@H]1CN([C@@H](C)CO)C(=O)c2cc(NC(=O)CCC(F)(F)F)ccc2O[C@@H]1CN(C)Cc1ccc(C(=O)O)cc1
  A = 0	B = -6	C = -3	D = 1	E = -6	F = 2	G = -17	H = 1
O=C(c1ccccc1)N1CCN(CC(O)COc2ccc(Br)cc2)CC1 (stereo not given)
  A = -1	B = -16	C = 2	D = 2	E = -17	F = -2	G = -2	H = -2
C=CCOC(=O)/C(=C\C=C\c1ccccc1)NC(=O)c1ccccc1
  A = /	B = -10	C = /	D = /	E = -18	F = 33	G = /	H = 1
CN(C)C(=O)Cn1c(=O)n(S(=O)(=O)c2ccccc2)c2ccccc21
  A = 6	B = -8	C = -1	D = 4	E = -1	F = 8	G = 12	H = 1
O=C(Cn1cnc2cc([N+](=O)[O-])ccc2c1=O)N1CCN(S(=O)(=O)c2ccccc2)CC1
  A = 0	B = 9	C = -4	D = 1	E = -22	F = /	G = -2	H = -3
CN1CCCC(C(=O)Nc2cccc(Cl)c2)CC1 (stereo not given)
  A = 2	B = 9	C = 5	D = 0	E = /	F = -18	G = 4	H = /
CC1(C(=O)Nc2ccc3c(c2)OCCO3)CCN1C(=O)C1(c2ccc(Cl)cc2)CCC1 (stereo not given)
  A = 1	B = 11	C = -14	D = -1	E = /	F = 3	G = 0	H = /
O=C(N[C@H]1C=C[C@@H](CC(=O)N2CCOCC2)O[C@H]1CO)c1ccc2c(c1)OCO2
  A = -2	B = 11	C = -4	D = -1	E = 6	F = -2	G = -1	H = -5
CCCNC(=O)N(C)C[C@@H]1Oc2ncc(Br)cc2C(=O)N([C@H](C)CO)C[C@H]1C
  A = 4	B = 3	C = 7	D = 3	E = 28	F = 12	G = 3	H = -3
O=C1c2ccc([N+](=O)[O-])cc2S(=O)(=O)N1Cc1ccccc1
  A = 4	B = 0	C = /	D = -23	E = -8	F = 15	G = 11	H = -24
COc1cc(/C=N/Nc2ccnc(=O)[nH]2)ccc1O
  A = 5	B = -1	C = -2	D = 3	E = 14	F = -15	G = 2	H = 10
CN(C)CC(=O)N[C@H]1C=C[C@@H](CC(=O)NCc2ccccc2F)O[C@H]1CO
  A = -1	B = 2	C = -4	D = 3	E = -6	F = 3	G = 0	H = -18
O=C(O)C1CCCN(C(=O)/C=C/c2ccccc2)CC1 (stereo not given)
  A = 0	B = -7	C = -8	D = 2	E = 14	F = -16	G = -13	H = /
O=C(O)c1cccc(-c2nnn(Cc3ccccc3)n2)c1
  A = -2	B = /	C = -9	D = 3	E = /	F = -55	G = -3	H = 7
CC(C)(C)NC(=O)CC(CC(=O)O)c1ccccc1 (stereo not given)
  A = -3	B = -15	C = 9	D = -1	E = 20	F = -6	G = -3	H = /
O=C(CC1CC1)N1CC[C@H]2[C@H](CO)Nc3ccc(-c4cccc(F)c4)cc3[C@H]21
  A = -2	B = 15	C = 0	D = 2	E = -7	F = 19	G = 26	H = 10
NC1=NC(=O)/C(=C/c2ccccc2OCC(=O)Nc2ccc(F)cc2)S1
  A = 0	B = -13	C = -9	D = 3	E = 7	F = -6	G = -18	H = -7
O=C(O)c1ccc(NC(=O)c2ccc(COc3ccc(Cl)cc3)o2)cc1
  A = 1	B = -9	C = -10	D = 0	E = -9	F = -65	G = 2	H = 4
CCOc1cccc(-c2ccc3nncn3c2)c1
  A = 0	B = /	C = 6	D = -1	E = /	F = -11	G = -16	H = /
CSCCNC(=O)Nc1c(-c2c(Cl)cccc2Cl)noc1C
  A = /	B = -2	C = -17	D = /	E = 12	F = -17	G = /	H = -3
CCS(=O)(=O)Nc1ccc2c(c1)C(=O)N(C)C[C@H](OC)[C@H](C)CN(C)[C@H](C)CO2
  A = 3	B = 13	C = 7	D = 47	E = 9	F = /	G = 7	H = 0
O=C(COc1ccccc1)Nc1cc2c3c(c1)CC(=O)N3CCC2
  A = 0	B = 2	C = /	D = 5	E = 9	F = -67	G = /	H = 1
O=C1CC(c2ccccc2)c2ccc(O)cc2O1 (stereo not given)
  A = 2	B = /	C = 5	D = -4	E = /	F = /	G = -3	H = -5
COc1cc(C(=O)NCC2CCCO2)ccc1OCc1ccccc1 (stereo not given)
  A = -1	B = -1	C = 2	D = 1	E = 12	F = /	G = 1	H = -4
CC1CC(O)(CC(O)(c2ccccc2)c2ccccc2)C(C)CN1C (stereo not given)
  A = 8	B = /	C = /	D = -1	E = /	F = -11	G = 6	H = -6
N#Cc1ccc(Oc2cccc3cccnc23)c([N+](=O)[O-])c1
  A = -1	B = 15	C = 4	D = 1	E = 9	F = 12	G = 10	H = -1
Cc1ccc(-n2ncc3c(SCC(=O)Nc4cc(C)on4)ncnc32)c(C)c1
  A = /	B = -3	C = 19	D = /	E = 9	F = 0	G = 16	H = 13
CC(C)(C)C1CCC(C(=O)OCC(=O)N2CCOCC2)CC1 (stereo not given)
  A = /	B = -4	C = /	D = /	E = 6	F = -1	G = /	H = -12
COC(=O)c1c(NC(=O)Cc2cccs2)sc(C(=O)NC2CCCCC2)c1C
  A = /	B = 6	C = 6	D = /	E = -7	F = /	G = /	H = 1
CCOC(=O)c1ccccc1-n1c(C)cc(C2N=C(N)Nc3nc4ccccc4n32)c1C (stereo not given)
  A = 7	B = -1	C = -5	D = 12	E = 2	F = /	G = -9	H = 20
COc1ccccc1NC(=O)Cn1cnc2c(cnn2-c2ccccc2)c1=O
  A = -2	B = /	C = 4	D = -10	E = /	F = /	G = 12	H = -7
Cc1ccc(NS(=O)(=O)c2ccc3oc(=O)ccc3c2)cc1Cl
  A = 6	B = -7	C = 0	D = 1	E = -24	F = 7	G = -2	H = -2
O=C(Cc1cccc(C(F)(F)F)c1)NCC(=O)Nc1cc(Cl)ccc1Cl
  A = 1	B = 5	C = 6	D = 3	E = -1	F = -4	G = -38	H = 8
CCOc1ccc(NC(=O)NC(C)CC)cc1 (stereo not given)
  A = 7	B = -19	C = 4	D = -4	E = -6	F = 3	G = 0	H = -16
Cc1ccc(C(C(=O)NC2CCCC2)N(C(=O)c2csnn2)C2CCCC2)o1 (stereo not given)
  A = -2	B = 11	C = -3	D = 0	E = -15	F = /	G = 9	H = 0
CCN1CCN(c2oc(COc3ccc(Cl)cc3)nc2C#N)CC1
  A = 0	B = -5	C = 9	D = -3	E = 3	F = 17	G = 2	H = 17
Cc1c(O)ccc(NS(=O)(=O)c2ccccc2)c1C
  A = /	B = -2	C = -2	D = /	E = 27	F = -15	G = -1	H = -4
CO[C@@H]1CN(C)C(=O)c2cc(NS(=O)(=O)c3ccccc3C)ccc2OC[C@@H](C)N(S(C)(=O)=O)C[C@@H]1C
  A = -1	B = -9	C = 4	D = 1	E = -6	F = -1	G = 6	H = -8
COC(=O)CCCNC(=O)CC1C(=O)NCCN1Cc1ccoc1 (stereo not given)
  A = /	B = -4	C = /	D = /	E = -8	F = 1	G = /	H = 0
COc1ccc2cc(S(=O)(=O)NCc3cccnc3)ccc2c1
  A = -2	B = 4	C = /	D = 0	E = -14	F = 5	G = 2	H = 11
CC(=O)c1ccc(OC(=O)Cc2cccc3ccccc23)cc1
  A = -1	B = -1	C = 11	D = 0	E = 12	F = 15	G = 25	H = -1
N#Cc1nc(COc2ccccc2)oc1N1CCCCC1
  A = 1	B = -25	C = /	D = -15	E = 12	F = -48	G = 1	H = 38
CCN(C(=O)c1ccc2c(c1)OCO2)C1CCS(=O)(=O)C1 (stereo not given)
  A = 4	B = -6	C = /	D = -3	E = 8	F = -5	G = 8	H = -5
Nc1cccc(CP(=O)(c2ccccc2)c2ccccc2)c1
  A = 4	B = 17	C = 4	D = 4	E = 1	F = -6	G = -11	H = -64
CC(c1ccccc1)N1CCc2[nH]c(=S)[nH]c(=O)c2C1 (stereo not given)
  A = 6	B = -23	C = 3	D = 0	E = -4	F = -4	G = 9	H = -3
CCCC#Cc1ccc2c(c1)O[C@H](CN(C)C(=O)NCCC)[C@@H](C)CN([C@@H](C)CO)S2(=O)=O
  A = -3	B = -5	C = 4	D = -4	E = -17	F = 9	G = -29	H = 2
CCCCN(C(=O)c1cc(-c2ccncc2)nc2ccccc12)c1c(N)n(CC(C)C)c(=O)[nH]c1=O
  A = 3	B = 6	C = 18	D = 0	E = 10	F = 6	G = -3	H = 21
CC(C)c1cn(CC[C@H]2CC[C@@H](NS(=O)(=O)Cc3ccccc3)[C@H](CO)O2)nn1
  A = -42	B = 8	C = -1	D = -1	E = -2	F = -4	G = 4	H = -18
O=C(Cc1ccccc1)N1C[C@@H]2[C@H](c3ccccc31)[C@@H](CO)N2C(=O)C1CCCC1
  A = 1	B = 12	C = 8	D = -1	E = 0	F = 0	G = -4	H = 4
O=C(CN1C(=O)/C(=C/c2ccccc2)SC1=S)N1CCN(CCc2ccccn2)CC1
  A = -2	B = 16	C = -6	D = 3	E = -11	F = 3	G = 4	H = -16

Part of the list above in another layout:
Order of values – PglD inh | LGR2 inh | PGC1a acetyl inh | Cneo AK release | GSIS activator | PAX8 inh HTS | C2C12 statin | ARNT-TACC3 inh
CCN1CCN(c2oc(COc3ccc(Cl)cc3)nc2C#N)CC1
    0 | -5 | 9 | -3 | 3 | 17 | 2 | 17
Cc1c(O)ccc(NS(=O)(=O)c2ccccc2)c1C
    / | -2 | -2 | / | 27 | -15 | -1 | -4
CO[C@@H]1CN(C)C(=O)c2cc(NS(=O)(=O)c3ccccc3C)ccc2OC[C@@H](C)N(S(C)(=O)=O)C[C@@H]1C
    -1 | -9 | 4 | 1 | -6 | -1 | 6 | -8
COC(=O)CCCNC(=O)CC1C(=O)NCCN1Cc1ccoc1 (stereo not given)
    / | -4 | / | / | -8 | 1 | / | 0
COc1ccc2cc(S(=O)(=O)NCc3cccnc3)ccc2c1
    -2 | 4 | / | 0 | -14 | 5 | 2 | 11
CC(=O)c1ccc(OC(=O)Cc2cccc3ccccc23)cc1
    -1 | -1 | 11 | 0 | 12 | 15 | 25 | -1
N#Cc1nc(COc2ccccc2)oc1N1CCCCC1
    1 | -25 | / | -15 | 12 | -48 | 1 | 38
CCN(C(=O)c1ccc2c(c1)OCO2)C1CCS(=O)(=O)C1 (stereo not given)
    4 | -6 | / | -3 | 8 | -5 | 8 | -5

Going on with the list.
Assay codes – A = PglD inh; B = LGR2 inh; C = PGC1a acetyl inh; D = Cneo AK release; E = GSIS activator; F = PAX8 inh HTS; G = C2C12 statin; H = ARNT-TACC3 inh
O=S(=O)(c1cccc(-c2nnco2)c1)N1CCOCC1
  A = /	B = 3	C = 1	D = /	E = 6	F = 0	G = /	H = -2
COC/C=C/C1=CC2=CC(=O)C(C)(OC(=O)c3cnc4ccccc4n3)C(=O)C2=CN1Cc1ccc(OC)cc1 (stereo not given)
  A = -1	B = -8	C = 8	D = -1	E = 5	F = -7	G = /	H = -8
CC(C)NC(=O)NC(=O)COC(=O)c1ccccc1F
  A = -2	B = -1	C = 2	D = -2	E = 0	F = -12	G = -4	H = -4
O=S(=O)(c1cnc(Cl)c(Cl)c1)N1CCCc2ccccc21
  A = /	B = 6	C = /	D = /	E = -4	F = -9	G = /	H = -2
COc1ccccc1N1CCN(c2cc(N3CCCC3)nc(C)n2)CC1
  A = -2	B = 3	C = -20	D = 0	E = 25	F = /	G = 15	H = 5
O=C(Nc1nc(-c2ccc(S(=O)(=O)N3CCCC3)cc2)cs1)C1COc2ccccc2O1 (stereo not given)
  A = 7	B = /	C = 3	D = 1	E = /	F = /	G = -25	H = -6
